TRHR PAM – qHTS for Small Molecule Agonists and Allosteric Enhancers of Human TRH Receptor: Primary Screen for Enhancers; Thyrotropin-releasing hormone receptor (Homo sapiens), P34981; TRHR cells, fluo-8 calcium fluorescence, EC20 TRH enhancement; enhancement, % at 2 µM; 0.66% of 360,000 active; in the data active means enhancement above about 30%; further: 0% is about no effect
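Enhancer read-out: after compound pinning and an initial kinetic agonist-mode read, an EC20 of TRH (10 nM final) was injected and fluo-8 calcium signal (Ex 480/Em 530) followed at 1 s/cycle for 100 cycles in TRHR-expressing cells.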
RXFP1 antagonist – qHTS Assay for Antagonists of the Relaxin Receptor RXFP1; 0.59% of 350,000 active; activity change, negative = inhibition, % at 57.5 µM; HEK293-RXFP1, relaxin-stimulated cAMP HTRF, 30 min; stronger effect = lower value;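 active means activity change of -60% or lower, but not beyond a set lower limit; inconclusive means change between -60% and -40%, or beyond the set limit; inactive means change above -40%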; further: on the % scale 0 is the no-effect control and ±100 the full control effect
D1 PAM – Potentiators of Human D1 Dopamine Receptor: qHTS; potentiation, % at 10 µM; HEK293 TREx D1 cells, calcium flux, dopamine EC20 potentiation; 0.036% of 360,000 active; D(1A) dopamine receptor (Homo sapiens), P21728; in the data active means potentiation above about 30%; further: 0% is about no effect
Target sequence (P21728 whole entry, looked up): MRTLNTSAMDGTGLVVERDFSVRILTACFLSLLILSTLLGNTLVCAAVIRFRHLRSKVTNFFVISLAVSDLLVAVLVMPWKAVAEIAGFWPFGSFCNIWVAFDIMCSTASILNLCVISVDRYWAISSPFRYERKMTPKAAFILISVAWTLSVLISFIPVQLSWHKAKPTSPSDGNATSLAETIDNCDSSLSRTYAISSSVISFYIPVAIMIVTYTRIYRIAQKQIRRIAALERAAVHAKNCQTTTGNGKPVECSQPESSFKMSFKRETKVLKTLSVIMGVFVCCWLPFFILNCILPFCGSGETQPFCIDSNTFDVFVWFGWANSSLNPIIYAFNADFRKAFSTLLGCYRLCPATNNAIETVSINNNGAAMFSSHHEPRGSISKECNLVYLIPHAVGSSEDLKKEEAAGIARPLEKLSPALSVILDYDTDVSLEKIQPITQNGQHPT
D2 PAM – HTS Assay for Positive Allosteric Modulators of the Human D2 Dopamine Receptor: Primary Screen for Potentiators; HEK293 T-REx D2, calcium flux, EC20 dopamine potentiation; potentiation, % at 10 µM; 0.34% of 340,000 active; D(2) dopamine receptor (Homo sapiens), P14416;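 active means potentiation over 3 SD above the plate norm, cut at about 30% in these data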; further: 0% is about no effect
Target sequence (P14416 whole entry, looked up): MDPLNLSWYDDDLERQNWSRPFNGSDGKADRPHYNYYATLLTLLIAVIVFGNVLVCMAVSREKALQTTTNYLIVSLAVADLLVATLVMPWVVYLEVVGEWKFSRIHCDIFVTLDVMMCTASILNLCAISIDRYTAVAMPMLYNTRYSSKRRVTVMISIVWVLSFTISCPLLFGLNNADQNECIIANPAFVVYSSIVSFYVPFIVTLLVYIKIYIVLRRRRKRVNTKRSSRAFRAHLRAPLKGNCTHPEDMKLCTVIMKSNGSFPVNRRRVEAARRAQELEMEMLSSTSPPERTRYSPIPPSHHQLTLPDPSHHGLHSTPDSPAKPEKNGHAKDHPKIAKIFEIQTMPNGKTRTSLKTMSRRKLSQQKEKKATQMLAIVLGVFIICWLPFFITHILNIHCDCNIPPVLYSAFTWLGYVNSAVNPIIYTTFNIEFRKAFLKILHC
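Primary screen. Calcium kinetics in induced HEK293 T-REx D2 cells: compound pre-addition 180 s, EC20 dopamine, 180 s more.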
RXFP1 ag – qHTS Assay for Agonists of the Relaxin Receptor RXFP1 | Relaxin receptor 1 (Homo sapiens), Q9HBX9 | HEK293T-RXFP1 cAMP TR-FRET, 30 min; response scale: percent of porcine relaxin response, buffer zero | Potency, µM (doses to about 57.5 µM), for the others: top-dose activation, most hits filed as activators | 0.3% of 370,000 active | AID 2676, 2010; further: potency means the concentration at half of the fitted maximal effect; on the % scale 0 is the no-effect control and ±100 the full control effect; nearly all actives have a fitted effect of over 60% in size; many of its hits are not listed in these tables
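HEK293 cells stably expressing RXFP1, treated 30 min at 37C with compounds plus PDE4 inhibitor Ro 20174; cAMP measured by HTRF TR-FRET. Normalized to buffer and 29 nM porcine relaxin; EC50 by Hill fit.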
Apoferritin bind – qHTS Assay for Identification of Novel General Anesthetics | AID 485281, 2010 | 0.074% of 350,000 active | apoferritin/1-aminoanthracene competitive binding, fluorescence | Ferritin light chain (Equus caballus), P02791 | Potency, µM (series often up to 77.5 µM), inactives show at the highest dose activity change, negative = displacement, hits mostly inhibitors; further: potency means the concentration at half of the fitted maximal effect; on the % scale 0 is the no-effect control and ±100 the full control effect; nearly all actives have a fitted effect of over 20% in size
Target sequence (P02791 2-175 limits assumed): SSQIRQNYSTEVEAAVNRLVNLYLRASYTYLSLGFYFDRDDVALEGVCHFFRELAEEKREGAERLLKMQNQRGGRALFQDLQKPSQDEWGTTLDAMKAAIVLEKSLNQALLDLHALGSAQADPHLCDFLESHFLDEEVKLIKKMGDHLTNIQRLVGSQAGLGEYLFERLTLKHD
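In PBS, apoferritin at 10 uM is loaded with 1-AMA from a 50% saturated solution. After 10 min of compound exposure at ambient temperature, reduced 535 nm fluorescence indicates probe displacement.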
D1 agonist – Allosteric Agonists of the Human D1 Dopamine Receptor: qHTS. D(1A) dopamine receptor (Homo sapiens), P21728. HEK293 T-REx D1 cells, calcium flux, agonist mode. activation, % at 2 µM. 1% of 360,000 active. AID 504660, 2011; in the data active means activation above about 30%; further: 0% is about no effect
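Inducible HEK293 T-REx D1 cells, force-coupled to calcium signalling, were plated at 4000 cells/well with tetracycline and held overnight at 30 C. After no-wash calcium dye loading, compound-evoked calcium rise over 180 s flagged agonists.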
D1 antagonist – Antagonist of Human D 1 Dopamine Receptor: qHTS | D(1A) dopamine receptor (Homo sapiens), P21728 | HEK293 TREx D1 cells, calcium flux, dopamine EC80; stronger effect = lower value | activity change, negative = inhibition, % at 10 µM | 3.2% of 360,000 active | AID 504652, 2011; in the data active means activity change below about -30%; further: on the % scale 0 is the no-effect control and ±100 the full control effect
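HEK293 T-REx cells expressing inducible, force-coupled D1 receptor; no-wash Ca dye, 30–90 min RT. Cmpd → 180 s read at 1 Hz → EC80 DA → 180 s read.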
TRHR agonist – qHTS for Small Molecule Agonists and Allosteric Enhancers of Human TRH Receptor: Primary Screen for Agonists; Thyrotropin-releasing hormone receptor (Homo sapiens), P34981; TRHR cells, calcium flux fluo-8, FDSS agonist mode; activation, % at 2 µM; 0.18% of 360,000 active; AID 493084, 2011; in the data active means activation above about 30%; further: 0% is about no effect
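Fluo-8-loaded TRHR cells; 10 s baseline, compound added, kinetic Ca2+ fluorescence read 1/s, agonist mode.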
* = called active by the depositor; ? = inconclusive; / = no result given; [ ] = remark or other dose. Unless noted, the call rests on the fitted dose curve; in most records, active means well fitted curve in the direction sought with a large enough effect; inconclusive means small, poorly fitted or top-dose-only effect, or another doubt; inactive means no such curve, though single readings can be large; an effect the other way counts as inactive or inconclusive. An excerpt (hit frequency here may not be typical).

SMILES	TRHR PAM	RXFP1 antagonist	D1 PAM	D2 PAM	RXFP1 ag	Apoferritin bind	D1 agonist	D1 antagonist	TRHR agonist
CC(=O)c1ccc(OC(=O)c2c(-c3ccccc3Cl)noc2C)cc1	-2	-11	0	-3	-0.2%	-18%	2	-16	0.9
O=c1c2ccccc2c(C=NC2CCN(Cc3ccccc3)CC2)c(O)n1Cc1ccc2c(c1)OCO2	-4	/	-2	-7	-3.0%	53%[activator]	-2	3	1.8
NNC(=O)Cn1cnc2ccccc21	6	-4	1	4	0.7%	-5%	3	9	-0.3
COc1cccc(NC(=O)CSCc2cc(=O)c3ccc(C)c(C)c3[nH]2)c1	-5	0	0	-6	0.1%	7%	0	-13	-0.3
C[n+]1ccc(/C=C/c2c[nH]c3ccccc23)cc1	10	-16	-2	-14	0.5%	97%[activator]	13	-7	0.1
CCOc1ccc(NC(=O)C23CC4CC(C2)CC(c2ccccc2)(C4)C3)cc1	6	-11	-3	-7	-1.0%	45%[activator]	1	-21	-0.3
CC(=O)c1c(C)[nH]c(C(=O)OCCOc2ccccc2)c1C	-6	13	-5	0	-1.1%	-6%	12	-27	-2.2
COc1ccc2ccccc2c1/C=N\NC(=O)c1ccc(C)s1	0	-11	10	-20	0.8%	-9%	2	4	0.4
CCOc1ccc(C(=O)N(Cc2ccc(C(C)C)cc2)Cc2ccco2)cc1	-2	-79*	2	1	2.6%	95%[activator]	4	7	2.7
c1cnc(SCCCOc2ccc3ccccc3c2)nc1	-5	-4	-1	-9	-3.0%	-16%	6	3	-0.3
O=C(COc1cccc(F)c1)NNC(=O)c1cccc(-n2cccc2)c1	-1	8	-2	-16	3.4%	/	0	-10	-0.9
O=C(CN1C(=O)C2CCCCC2C1=O)OCC(=O)c1ccc(Cl)s1 (stereo unspecified)	29	0	-1	-4	9.9%	?	3	3	-0.2
CCN(CCO)Cc1cn[nH]c1-c1ccc(C)c(C)c1	5	10	-1	3	0.2%	-9%	2	-3	-0.1
COc1ccc(NC(=O)CN(C)C(=O)c2ccc(NS(=O)(=O)c3cccc([N+](=O)[O-])c3)cc2)cc1	-5	8	0	-3	0.9%	/	1	-4	0.5
CC1CCCC(C)N1S(=O)(=O)c1ccc(S(=O)(=O)NCc2ccccc2)cc1 (stereo unspecified)	10	0	-12	6	-3.6%	3%	4	-9	-0.1
COc1nccnc1NS(=O)(=O)c1ccc(NC(=S)NC(=O)c2cccnc2)cc1	3	-6	1	10	7.2%	-3%	3	-1	-0.2
COc1ccc(N(CC(=O)Nc2ccc(C)c(C)c2)S(=O)(=O)c2ccc(C)cc2)cc1OC	-1	-7	-3	-21	-0.1%	-6%	1	-30	-0.6
CCn1cc(Br)c(C(=O)N(C)Cc2ccccc2)n1	-1	3	1	4	0.4%	-15%	2	4	-0.1
COc1cc(/C=N/Nc2ccccc2[N+](=O)[O-])cc(OC)c1O	2	-18	2	9	-1.2%	?	2	-20	0.8
Cc1ccc(S(=O)(=O)c2c(C)cc(C)nc2N2CCCC2)cc1	-1	-34	-7	8	1.0%	-9%	-1	/	-1.5
Cc1ccc(S(=O)(=O)NC(=O)c2ccc(F)cc2)c(C)c1	-3	6	0	-1	-0.3%	1%	0	12	0.5
CC(=O)NCC(=O)N(Cc1ccco1)C1(C(=O)NC2CCCCC2)CCCCC1	5	6	2	0	-0.5%	-4%	3	0	1.5
Cc1nc(CC(=O)NNS(=O)(=O)c2ccc(F)c(Cl)c2)cs1	1	-11	1	1	4.0%	-6%	4	-2	0.4
CSCC(O)Cn1ncc2ccccc2c1=O (stereo unspecified)	-1	6	27	1	2.5%	5%	3	-12	0.3
COc1ccc(C2Nc3cccc4cccc(c34)N2)cc1	0	-8	0	-1	0.3%	-19%	2	-12	0.4
(cont.)
SMILES	TRHR PAM	RXFP1 antagonist	D1 PAM	D2 PAM	RXFP1 ag	Apoferritin bind	D1 agonist	D1 antagonist	TRHR agonist
Cc1ccc(/C=N/NC(=O)CN(Cc2ccccc2)S(=O)(=O)c2ccc3c(c2)OCCO3)cc1	-9	/	-8	-5	-0.2%	2%	3	11	0.3
COc1ccc(-n2nc3c(c2NC(=O)C(=O)NCc2ccccc2)CSC3)cc1	-1	?	0	3	0.5%	-13%	3	/	0.0
Cc1cc(NC(=O)CSc2nc3ccccc3c(=O)n2C2CCCC2)no1	4	-14	-6	14	3.4%	-13%	12	3	0.6
CCn1c(C)c(C)c2cc(C(=O)NCc3ccc(N(C)C)cc3)ccc21	-1	-24	-5	-18	0.5%	40%[activator]	4	-3	0.0
C=CCn1cnc2c(nnn2-c2ccc(C)c(C)c2)c1=O	-1	5	-1	-1	-0.8%	-13%	4	4	-0.8
Cc1c(NC2=C(Cl)C(=O)N(c3ccccc3)C2=O)c(=O)n(-c2ccccc2)n1C	2	4	-4	1	-1.0%	-23%	1	28	1.2
O=C(COC(=O)c1ccc([N+](=O)[O-])o1)NC1CCS(=O)(=O)C1 (stereo unspecified)	-3	8	4	8	-0.9%	-2%	3	-17	0.7
NCCn1c(-c2ccccc2)cc(C(=O)O)c1-c1ccccc1F	-1	/	-3	1	-1.0%	-5%	-2	-11	-0.7
Cc1csc(NC(=O)CSCC(=O)O)c1-c1nc2ccccc2s1	5	/	6	-1	7.0%	-1%	4	8	-0.7
O=C(CN1CCN(Cc2ccc(Cl)cc2)C1=O)NCc1ccc(F)cc1	-8	3	-1	0	3.3%	6%	1	6	-0.2
COc1cccc(CNC(=O)CCCn2nc(C)c3c(C)n(-c4ccccc4)nc3c2=O)c1	-4	0	-3	0	1.8%	8%	1	10	0.5
Cc1coc2c1c(C)cc1oc(=O)cc(C)c12	1	2	1	3	-2.5%	0%	0	0	0.4
CC(C)Cn1c(N)c(C(=O)COC(=O)CCc2nc3ccccc3s2)c(=O)n(C)c1=O	-7	-25	-4	4	-0.8%	?	12	-23	0.3
CCOC(=O)N1CCN(C(=O)C(C)NC(=O)c2ccco2)CC1 (stereo unspecified)	-4	3	-9	0	-0.1%	-7%	-2	2	0.5
CCN(C(=O)Cn1cnc2cc([N+](=O)[O-])ccc2c1=O)C1CCS(=O)(=O)C1 (stereo unspecified)	4	-1	3	9	8.2%	-10%	2	-18	0.4
CCCc1nnc(SCC(=O)N2CCCC(C)C2)n1CCOC (stereo unspecified)	-2	-2	0	3	-2.2%	-5%	4	-3	0.2
COc1ccc(NC(=O)c2cccc(S(=O)(=O)N3CCOCC3)c2)cn1	4	-3	-7	-4	1.1%	-7%	3	-2	1.5
Cc1ccc(NC(=O)CSc2nc(=O)n(Cc3cccnc3)c3c2CCC3)cc1F	-6	/	2	-7	5.2%	-14%	-3	/	-0.7
CSc1ccc(C(=O)Nc2ccc(-c3nc4ccccc4s3)c(O)c2)cc1	3	/	-6	-10	?	2%	0	7	-0.1
Cc1coc2c1c(C)cc1oc(=O)c(CC(=O)NCC(=O)O)c(C)c12	1	6	1	-11	13%	42%[activator]	1	-3	0.9
O=C(NCC1CC1)c1ccccc1Cl	8	3	0	-4	-0.2%	1%	0	-7	0.0
NC(=O)c1ccc(C(F)(F)F)n(Cc2ccccc2Cl)c1=O	-1	-4	0	8	2.5%	?	14	34	2.5
O=C(CCn1c(=O)c2cccn2c2ccc(F)cc21)NCc1ccccc1F	19	0	-6	-2	-0.1%	5%	-1	-69*	-0.1
COc1ccccc1NS(=O)(=O)c1cccc(NC(=O)c2nn(C)c(=O)c3ccccc23)c1	21	3	-5	7	0.7%	/	1	7	0.2
Cc1nnc(NC(=O)CC(C)c2ccccc2)s1 (stereo unspecified)	2	2	6	-5	0.5%	-14%	0	-3	0.4
(next part)
SMILES	TRHR PAM	RXFP1 antagonist	D1 PAM	D2 PAM	RXFP1 ag	Apoferritin bind	D1 agonist	D1 antagonist	TRHR agonist
COc1ccc(Cl)cc1S(=O)(=O)N1CCC(C(=O)N2CCOCC2)CC1	8	8	-4	-3	0.7%	-3%	1	11	0.8
COc1ccc(C(=O)OCc2cc(=O)n3c(C)csc3n2)cc1F	2	0	-8	10	25%	/	5	-12	0.6
CCN1CCN(c2ccc(S(=O)(=O)N3CCCCC3)cc2NC(=O)Cc2ccc(OC)cc2)CC1	-3	-24	-4	-5	-1.3%	-9%	44*	-31*	1.9
CCOC(=O)c1c(-c2ccc(C)o2)csc1NC(=O)CSc1nnnn1-c1ccccc1	-3	-2	-4	8	-1.0%	?	8	-5	-0.5
Cc1c(Br)ccc(NC(=O)COc2ccccc2C(N)=O)c1C	-2	-3	4	-2	1.6%	-4%	8	-17	-0.2
CCOc1cccc(CC(=O)Nc2ccc3nc(N4CCCCC4)cc(C)c3c2)c1OCC	3	-5	-3	-10	5.4%	513%[activator]	3	21	-0.5
O=C(Cn1c(=O)n(Cc2ccc(F)cc2)c(=O)c2ccccc21)NCC1CCCO1 (stereo unspecified)	-3	-10	-2	/	3.9%	2%	0	-8	0.4
Cc1cc(O)c(NC(=O)c2ccco2)cc1C	-3	-3	1	/	-0.9%	6%	3	-7	-0.6
CCc1ccc2oc(C(=O)NCCc3ccc(S(N)(=O)=O)cc3)cc(=O)c2c1	0	-4	-1	5	3.7%	0%	1	-2	0.2

3 entries from above, sorted by the number in RXFP1 antagonist, lowest first.
compound | RXFP1 antagonist
C[n+]1ccc(/C=C/c2c[nH]c3ccccc23)cc1 | -16
COc1cccc(CNC(=O)CCCn2nc(C)c3c(C)n(-c4ccccc4)nc3c2=O)c1 | 0
Cc1c(NC2=C(Cl)C(=O)N(c3ccccc3)C2=O)c(=O)n(-c2ccccc2)n1C | 4

Single records (already shown). Order of screens: TRHR PAM, RXFP1 antagonist, D1 PAM, D2 PAM, RXFP1 ag, Apoferritin bind, D1 agonist, D1 antagonist, TRHR agonist
`COc1ccccc1NS(=O)(=O)c1cccc(NC(=O)c2nn(C)c(=O)c3ccccc23)c1` as listed: 21, 3, -5, 7, 0.7%, /, 1, 7, 0.2
`COc1cc(/C=N/Nc2ccccc2[N+](=O)[O-])cc(OC)c1O` as listed: 2, -18, 2, 9, -1.2%, ?, 2, -20, 0.8

High-throughput results from PubChem BioAssay.
